From PubChem
TrxR1 substrate – qHTS Assay for Substrates of Mammalian Selenoprotein Thioredoxin Reductase 1 (TrxR1): qHTS. Potency, µM (series often up to 114 µM), inactives show at the highest dose activity change, negative = substrate turnover. 390,000 compounds, 0.01% hits. Thioredoxin reductase 1, cytoplasmic (Rattus norvegicus), O89049. purified TrxR1 substrate turnover, NADPH consumption readout; further: potency means the concentration at half of the fitted maximal effect; on the % scale 0 is the no-effect control and ±100 the full control effect; nearly all actives have a fitted effect of over 50% in size
Target sequence (O89049 whole entry, looked up): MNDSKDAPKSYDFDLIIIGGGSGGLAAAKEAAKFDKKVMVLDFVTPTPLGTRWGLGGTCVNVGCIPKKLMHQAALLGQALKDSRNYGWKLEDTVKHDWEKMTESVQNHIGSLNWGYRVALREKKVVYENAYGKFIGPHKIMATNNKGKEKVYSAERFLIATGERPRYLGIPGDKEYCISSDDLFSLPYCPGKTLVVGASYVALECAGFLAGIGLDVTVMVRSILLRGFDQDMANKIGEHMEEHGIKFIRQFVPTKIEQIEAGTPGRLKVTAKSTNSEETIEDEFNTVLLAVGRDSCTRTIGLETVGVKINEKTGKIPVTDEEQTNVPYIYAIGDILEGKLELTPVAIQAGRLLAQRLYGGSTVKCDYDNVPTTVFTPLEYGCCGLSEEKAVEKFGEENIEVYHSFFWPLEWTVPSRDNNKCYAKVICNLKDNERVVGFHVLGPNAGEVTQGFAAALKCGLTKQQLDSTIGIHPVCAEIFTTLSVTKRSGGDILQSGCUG
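Rat TrxR1, dispensed at 90 nM, was prereduced with 400 uM NADPH (final) for 5 min at ~22 deg C, then incubated with compound 15 min before 400 uM selenite. A first-read NADPH fluorescence drop versus no-compound background flagged substrates.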
D2 agonist – HTS Assay for Allosteric Agonists of the Human D2 Dopamine Receptor: Primary Screen for Agonists | HEK293 T-REx D2 cells, calcium flux agonist mode | 340,000 compounds, 0.53% hits | AID 485358, 2010 | activation, % at 2 µM;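 active means activation over 3 SD above normal in the single-dose calcium agonist read, cut at about 30% in these data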; further: 0% is about no effect
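Tetracycline-induced HEK293 T-REx cells with force-coupled D2 receptor, plated overnight at 30 C, loaded with no-wash calcium dye. After a 10 s baseline, compound was pin-added and calcium flux read kinetically for 180 s; calcium rises flagged agonists.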
USP1 inh – Inhibitors of USP1/UAF1: Primary Screen; Ubiquitin carboxyl-terminal hydrolase 1 (Homo sapiens), O94782; recombinant USP1/UAF1, Ub-Rhodamine cleavage fluorescence; Potency, µM (highest dose often 57.1 µM), without a hit: at the highest dose activity change, negative = inhibition, hits mostly inhibitors; 390,000 compounds, 0.23% hits; AID 743255, 2014; further: potency means the concentration at half of the fitted maximal effect; on the % scale 0 is the no-effect control and ±100 the full control effect; nearly all actives have a fitted effect of over 60% in size; inactives centre near -12
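Step one: compound is pinned into 1nM USP1/UAF1 in HEPES pH 7.8 buffer with TCEP. Step two: 15 min room-temperature incubation. Step three: Ub-Rho (150nM final) starts cleavage, tracked by fluorescence over six one-minute reads.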
TRHR PAM – qHTS for Small Molecule Agonists and Allosteric Enhancers of Human TRH Receptor: Primary Screen for Enhancers. Thyrotropin-releasing hormone receptor (Homo sapiens), P34981. TRHR cells, fluo-8 calcium fluorescence, EC20 TRH enhancement. enhancement, % at 2 µM. 360,000 compounds, 0.66% hits. AID 493056, 2011; in the data active means enhancement above about 30%; further: 0% is about no effect
Target sequence (P34981 whole entry, looked up): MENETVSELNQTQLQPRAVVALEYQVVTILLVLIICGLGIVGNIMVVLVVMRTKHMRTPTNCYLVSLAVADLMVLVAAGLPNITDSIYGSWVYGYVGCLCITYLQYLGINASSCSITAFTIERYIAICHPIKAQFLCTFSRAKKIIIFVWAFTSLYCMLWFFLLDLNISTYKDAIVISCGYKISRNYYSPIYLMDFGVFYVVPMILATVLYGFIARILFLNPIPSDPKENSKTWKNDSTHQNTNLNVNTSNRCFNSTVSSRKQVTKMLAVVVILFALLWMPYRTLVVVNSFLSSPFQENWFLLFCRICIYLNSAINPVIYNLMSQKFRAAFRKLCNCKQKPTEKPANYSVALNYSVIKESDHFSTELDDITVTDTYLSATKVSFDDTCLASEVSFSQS
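Enhancer read-out: after compound pinning and an initial kinetic agonist-mode read, an EC20 of TRH (10 nM final) was injected and fluo-8 calcium signal (Ex 480/Em 530) followed at 1 s/cycle for 100 cycles in TRHR-expressing cells.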
Pin1 inh – qHTS Assay to Find Inhibitors of Pin1; Pin1 FP peptide displacement, HiFluor488, 10 min; Potency, µM (top dose mostly 115 µM), for the others: at the top dose activity, negative = inhibition, usual class: inhibitors; 390,000 compounds, 0.009% hits; active means well fitted inhibition curve with a large enough effect in the polarisation, with a control signal flat, not every such curve was filed as active; inconclusive means small, poorly fitted or top-dose-only effect, or effect the other way, or a change in a side signal; inactive means no such curve, though single readings can be large or run the other way; the % refers to the polarisation; further: potency means the concentration at half of the fitted maximal effect; on the % scale 0 is the no-effect control and ±100 the full control effect
Target sequence (Q13526 whole entry, looked up): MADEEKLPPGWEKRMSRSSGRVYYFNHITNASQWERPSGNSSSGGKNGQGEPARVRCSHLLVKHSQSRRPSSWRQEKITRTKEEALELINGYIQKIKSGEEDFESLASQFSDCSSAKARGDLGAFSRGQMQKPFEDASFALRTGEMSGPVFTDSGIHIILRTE
D2 antagonist – HTS Assay for Allosteric Antagonists of the Human D2 Dopamine Receptor: Primary Screen for Antagonists; AID 485344, 2010; inhibition, % at 10 µM; HEK293 TREx D2 cells, calcium flux, dopamine EC80; 340,000 compounds, 2% hits; D(2) dopamine receptor (Homo sapiens), P14416; in the data active means inhibition above about 30%; further: 0% is about no effect
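Overnight-induced (tetracycline, 30 C) HEK293 T-REx cells carrying force-coupled D2 receive a no-wash calcium dye, then compound, then EC80 dopamine at 180 s; signals are read kinetically throughout.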
IDH1 R132H inh – qHTS for Inhibitors of mutant isocitrate dehydrogenase 1 (IDH1): qHTS | Isocitrate dehydrogenase [NADP] cytoplasmic (Homo sapiens), O75874 | Potency, µM (doses to about 76.6 µM), for inactives: at the top dose activity change, negative = inhibition, most hits filed as inhibitors | 390,000 compounds, 0.093% hits | IDH1-R132H enzyme, NADPH consumption, diaphorase/resazurin fluorescence; further: potency means the concentration at half of the fitted maximal effect; on the % scale 0 is the no-effect control and ±100 the full control effect; nearly all actives have a fitted effect of over 65% in size
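IDH1-R132H (0.5 ug/mL) preincubated 30 min with compound, then NADPH (0.016 mM) and alpha-KG (2 mM) added; 80 min at RT, pH 7.5. Remaining NADPH coupled via diaphorase/resazurin to fluorescence (540/590 nm); concentration-response curves normalized to no-enzyme control.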
TRHR agonist – qHTS for Small Molecule Agonists and Allosteric Enhancers of Human TRH Receptor: Primary Screen for Agonists; 360,000 compounds, 0.18% hits; AID 493084, 2011; Thyrotropin-releasing hormone receptor (Homo sapiens), P34981; activation, % at 2 µM; TRHR cells, calcium flux fluo-8, FDSS agonist mode; in the data active means activation above about 30%; further: 0% is about no effect
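Read-out: compound-evoked intracellular calcium rise in TRHR cells, fluo-8 dye, kinetic FDSS fluorescence at 1 s/cycle following a 10-cycle baseline. Cells cultured overnight before dye loading (30 min–1.5 h, RT).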
rTrxR1 inhibitor – qHTS Assay for Inhibitors of Mammalian Selenoprotein Thioredoxin Reductase 1 (TrxR1): qHTS | Thioredoxin reductase 1, cytoplasmic (Rattus norvegicus), O89049 | recombinant rTrxR1, NADPH fluorescence consumption, selenite substrate | Potency, µM (doses to about 114 µM), for inactives: top-dose activity change, negative = inhibition, most hits filed as inhibitors | 390,000 compounds, 1% hits | AID 588453, 2011; further: potency means the concentration at half of the fitted maximal effect; on the % scale 0 is the no-effect control and ±100 the full control effect; nearly all actives have a fitted effect of over 65% in size
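Rat TrxR1 (90 nM in the dispensed reagent) was pre-reduced with 400 uM NADPH for 5 min at room temperature, then incubated with compound for 15 min. After 400 uM selenite was added, NADPH fluorescence (Ex 340/Em 450 nm) was followed for 8 min.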
* = called active by the depositor; ? = inconclusive; . = not tested or not shown; [ ] = dose if it differs, or a comment. Unless noted, the call rests on the fitted dose curve; in most records, active means well fitted inhibition curve with a large enough effect; inconclusive means small, poorly fitted or top-dose-only effect; inactive means no such curve, though single readings can be large or run the other way. The list is partial. The share of hits here may be higher or lower than overall.

nr | molecule | TRHR agonist | IDH1 R132H inh | TrxR1 substrate | TRHR PAM | rTrxR1 inhibitor
1 | CC(C)COc1ccc(C(=O)NNC(=O)CCC(=O)c2cccs2)cc1 | . | -21% | 0% | . | 13%
2 | COc1cc(/C=N/N=C(N)N)ccc1OCc1ccc(Cl)cc1 | -1.7 | 10% | 0% | -1 | -1%
3 | Cc1ccc([N+](=O)[O-])c(OCCN2C(=O)NC(C)(C)C2=O)c1 | -1.1 | -5% | 0% | 5 | 31%
4 | COc1ccc(C2/C(=C(/O)c3ccc4c(c3)CC(C)O4)C(=O)C(=O)N2CCN2CCOCC2)cc1OC (configuration not stated) | 0.0 | 7% | 4% | -14 | 13%
5 | COc1ccc(CC2(C)OC(c3ccc(C)c([N+](=O)[O-])c3)=NN2C(C)=O)cc1 (configuration not stated) | -0.5 | 4% | 3%[57.1 µM] | -5 | 1%[57.1 µM]
6 | Clc1ccc(Sc2cc(N3CCOCC3)nc(-c3ccccc3)n2)cc1 | 0.6 | 6% | 16% | 7 | 39%
7 | COc1cc(OC)cc(C(=O)NNC(=O)c2ccc3c(c2)OCCO3)c1 | . | -2% | 0% | . | 9%
8 | COc1ccc(-n2c(=O)c3c(c4cc(OC)ccc4n3C)n(CC(=O)N3CCCC3)c2=O)cc1 | -0.4 | 27% | 369%[activator] | 0 | ?
9 | COCCCNC(=O)CN1C(=O)c2cccnc2Sc2ccccc21 | 0.3 | -17% | 4%[57.1 µM] | -2 | 7%[57.1 µM]
10 | O=C(CSc1nnc2ccccn12)NC(=O)Cc1ccccc1 | 0.2 | 9% | -11%[57.1 µM] | 17 | 9%[57.1 µM]
11 | CCc1ccc(Nc2nc(N)nc(CSc3nnnn3-c3ccccc3)n2)cc1 | 0.0 | -5% | -10% | 1 | 22%[57.1 µM]
12 | COc1ccc(/C=C/C(=O)OCC(=O)NC2CCCC2)cc1OC | . | 0% | 9% | . | -14%

nr | USP1 inh | D2 antagonist | Pin1 inh | D2 agonist
1 | -21% | . | 8% | .
2 | -27% | 2 | -3% | -1.5
3 | -8% | 1 | -4% | -1.3
4 | -7% | 0 | 4% | 0.1
5 | -18% | 12 | 0% | 0.1
6 | -5% | -7 | -5% | 0.2
7 | 2% | . | -8% | .
8 | -12% | . | 0% | 0.2
9 | -6% | . | 2% | 0.4
10 | 4% | -5 | -3% | 1.1
11 | -5% | -7 | -5% | -0.2
12 | -7% | . | 3% | .

The list continues:
nr | molecule | TRHR agonist | IDH1 R132H inh | TrxR1 substrate | TRHR PAM | rTrxR1 inhibitor
13 | Nc1nnc(CC(=O)N/N=C/c2ccc(-c3ccccc3)o2)s1 | 0.6 | 15% | 1% | 4 | -23%
14 | CCOC(=O)CNC(=O)Cn1cnc2ccc(S(=O)(=O)N3CCC(C)CC3)cc2c1=O | -0.3 | 2% | 4% | 0 | 11%
15 | CCN(CC)CCCNc1nc(-c2ccccc2)nc2ccccc12 | 2.8 | 2% | 13% | 4 | 17%
16 | CCN(CC)c1ccc2c(c1)OC(N)=C(C#N)C2c1cccnc1 (configuration not stated) | 23 | -2% | -6%[57.1 µM] | -3 | -1%[11.4 µM]
17 | COCCNC(=O)CCn1nc(-c2ccc(Cl)cc2)ccc1=O | 0.2 | 11% | -5% | 3 | -11%
18 | O=C(Nc1cccc(C(F)(F)F)c1)c1cncs1 | -0.8 | 3% | 7% | 3 | 13%
19 | O=C(CC12CC3CC(CC(C3)C1)C2)N1CCCC1 | -1.2 | 10% | 2%[57.1 µM] | 11 | 15%
20 | O=C(Nc1ccc(OC(=O)c2ccncc2)cc1)c1ccncc1 | 0.4 | 0% | -1% | -2 | 19%[57.1 µM]
21 | CC1SCCN1S(=O)(=O)c1ccc2ccccc2c1 (configuration not stated) | -0.3 | -4% | -1% | -1 | 7%
22 | COc1ccc(/C=N/NC(=O)c2cccc([N+](=O)[O-])c2)cc1O | -0.4 | 10% | -16%[57.1 µM] | -4 | 17%[57.1 µM]
23 | Cc1ccc(OCCCC(=O)Nc2ccc(S(=O)(=O)Nc3cc(C)on3)cc2)cc1 | 0.4 | 0% | -3% | 11 | -16%
24 | O=C(O)C1OCC2(CO1)COC(C(=O)O)OC2 (configuration not stated) | . | 7% | -3%[57.1 µM] | . | 3%[57.1 µM]

nr | USP1 inh | D2 antagonist | Pin1 inh | D2 agonist
13 | -16% | -29 | 6% | 0.2
14 | -15% | -5 | -1% | 0.1
15 | -5% | 14 | 1% | 0.1
16 | ? | . | ? | .
17 | 0% | 2 | 0% | 0.4
18 | -7% | 11 | 2% | 0.1
19 | -4% | -10 | -15% | 0.6
20 | -14% | 12 | 4% | 0.1
21 | -17% | 3 | 5% | -0.3
22 | -6% | -2 | 0% | -0.9
23 | -18% | 5 | -10% | 0.8
24 | -13% | . | -6% | .

4 compounds already listed, arranged by their value in D2 antagonist, falling.
nr | smiles | TRHR agonist | TrxR1 substrate | TRHR PAM | rTrxR1 inhibitor | USP1 inh | D2 antagonist | Pin1 inh
23 | Cc1ccc(OCCCC(=O)Nc2ccc(S(=O)(=O)Nc3cc(C)on3)cc2)cc1 | 0.4 | -3% | 11 | -16% | -18% | 5 | -10%
17 | COCCNC(=O)CCn1nc(-c2ccc(Cl)cc2)ccc1=O | 0.2 | -5% | 3 | -11% | 0% | 2 | 0%
22 | COc1ccc(/C=N/NC(=O)c2cccc([N+](=O)[O-])c2)cc1O | -0.4 | -16%[57.1 µM] | -4 | 17%[57.1 µM] | -6% | -2 | 0%
14 | CCOC(=O)CNC(=O)Cn1cnc2ccc(S(=O)(=O)N3CCC(C)CC3)cc2c1=O | -0.3 | 4% | 0 | 11% | -15% | -5 | -1%

Next results.
nr | molecule | TRHR agonist | IDH1 R132H inh | TrxR1 substrate | TRHR PAM | rTrxR1 inhibitor
25 | Cc1ccc(S(=O)(=O)n2nc(-c3ccc(Cl)cc3)nc2NCc2ccc(F)cc2)cc1 | 1.4 | 2% | 1% | 28 | 22%
26 | COc1ccc(CSc2nc3ncccc3[nH]2)cc1 | -0.1 | 1% | -1% | 6 | 3%
27 | O=C(CSc1nnc(-c2ccc(Cl)cc2Cl)n1C1CCCCC1)NC1CCS(=O)(=O)C1 (configuration not stated) | 0.0 | 6% | 9% | 0 | 15%
28 | Cc1cccc(OCCCC(=O)Nc2ccccc2C(F)(F)F)c1 | 0.1 | 7% | -11% | 1 | -8%
29 | CC1(C(=O)NCCc2c[nH]c3ccccc23)C=CCN1C(=O)c1ccccc1 (configuration not stated) | -1.8 | -5% | 5%[57.1 µM] | 1 | -1%[57.1 µM]
30 | CCOC(=O)N1CCC(NC(=O)c2ccc(NC(=O)C3CCCO3)cc2)CC1 (configuration not stated) | 0.6 | -9% | 3% | -1 | 7%
31 | O=C(/C=C/c1cccc(Br)c1)NCC1CCCCC1 | -1.1 | 1% | -2% | -4 | -7%
32 | Nc1cccc(C2=Nc3cccc4cccc(c34)N2)c1 | 0.0 | -6% | -6% | -14 | -12%
33 | CN(C)c1ccc(C(=O)OCC(=O)Nc2ccc(S(N)(=O)=O)cc2)cc1 | 0.0 | 2% | 11% | 12 | 5%
34 | O=C(OCC(=O)N1CCN(C(=O)c2ccco2)CC1)c1ccc(Cl)c(Cl)c1 | 0.5 | 1% | -2% | -2 | 8%
35 | S=C(Nc1ccccc1)c1nc2ccccc2s1 | 0.6 | -3% | 0% | -6 | 3%
36 | CCCCc1ccc(NC(=O)CSc2nc(=O)n(CCN(CC)CC)c3c2CCC3)cc1 | 0.8 | 0% | -4% | 4 | -5%

nr | USP1 inh | D2 antagonist | Pin1 inh | D2 agonist
25 | -26% | . | 19% | 1.6
26 | -11% | . | 2% | 0.6
27 | ? | -19 | 45%[activator] | -0.8
28 | -9% | -5 | 9% | -1.3
29 | -19% | -4 | -10% | -1.0
30 | -13% | 2 | 4% | 0.6
31 | -13% | . | -1% | .
32 | ? | 0 | -9% | 0.8
33 | ? | 15 | ? | -1.3
34 | 4% | 20 | -1% | 0.4
35 | -8% | 6 | 0% | 0.4
36 | -14% | -16 | 1% | 1.4

The list goes on:
nr | molecule | TRHR agonist | IDH1 R132H inh | TrxR1 substrate | TRHR PAM | rTrxR1 inhibitor
37 | N#Cc1ccc(-c2ccc(Cl)cc2)nc1Oc1ccc(F)cc1 | 0.1 | 0% | 22%[57.1 µM] | 7 | 8%[57.1 µM]
38 | Cc1ccc(OC(C)c2nnc(N)s2)cc1Cl (configuration not stated) | -0.5 | 2% | -10% | 3 | 0%
39 | COc1ccc(-c2noc(N3CCC(C(=O)N(C)c4ccccc4C)CC3)n2)cc1 | 0.1 | -1% | 4%[57.1 µM] | 1 | 7%[57.1 µM]
40 | O=C(CN1CCN(c2ccccc2F)CC1)NC(=O)NCc1ccco1 | 7.6 | 7% | 4%[57.1 µM] | 12 | 12%

nr | USP1 inh | D2 antagonist | Pin1 inh | D2 agonist
37 | -7% | 1 | 1% | -0.3
38 | -6% | -5 | -4% | 0.9
39 | -26% | 16 | 3% | -0.4
40 | -23% | -9 | -1% | -1.4
